Screening data: PubChem, National Center for Advancing Translational Sciences (NCATS)
LmPK inhibitor: qHTS Assay for Inhibitors of Leishmania Mexicana Pyruvate Kinase (LmPK) | AID 1721, 2009 | purified LmPK, Kinase-Glo ATP luminescence, 1 h | Q27686 | Potency, µM (doses to about 57.5 µM), inactives show at the highest dose activity change, negative = inhibition, usual class: inhibitors | hit rate 0.37% among 290,000; also: potency is read from the fitted curve at half-maximal effect
Target sequence (Q27686 whole entry, looked up): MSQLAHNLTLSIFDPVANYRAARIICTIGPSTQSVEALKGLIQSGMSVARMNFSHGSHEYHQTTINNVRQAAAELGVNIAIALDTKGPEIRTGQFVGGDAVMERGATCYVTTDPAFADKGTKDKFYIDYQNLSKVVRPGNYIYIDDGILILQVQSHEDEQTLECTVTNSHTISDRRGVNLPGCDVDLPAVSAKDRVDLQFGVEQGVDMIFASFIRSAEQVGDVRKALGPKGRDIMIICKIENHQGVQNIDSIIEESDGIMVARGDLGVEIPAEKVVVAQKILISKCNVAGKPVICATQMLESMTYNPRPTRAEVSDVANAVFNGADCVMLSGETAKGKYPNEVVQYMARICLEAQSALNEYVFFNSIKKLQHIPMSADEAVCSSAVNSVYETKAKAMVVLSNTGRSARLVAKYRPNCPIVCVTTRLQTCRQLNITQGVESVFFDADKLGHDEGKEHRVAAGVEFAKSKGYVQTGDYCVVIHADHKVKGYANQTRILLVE
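Screened at intermediate enzyme activity to detect both inhibitors and activators: LmPK at 0.1 nM, with a 0.5 nM enzyme column as activation reference. PEP 0.5 mM, ADP 0.1 mM; ATP detected by luminescence after 1 h.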
HCMV inh: qHTS Assay for inhibitors of the human cytomegalovirus (HCMV); HFF cells, HCMV-luciferase reporter, 72 h; active compounds read low; activity change, negative = inhibition, % at 57.5 µM; hit rate 4.5% among 410,000; in the data active = activity change below about -60%; inconclusive = no clear call, values can overlap the other calls; inactive = above about -39%
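Screen run at 2 compound doses on HFFs infected with reporter HCMV, MOI 1 PFU/cell. Luciferase activity from cell lysates at 72 h post infection gave inhibition relative to buffer-only and Salinomycin wells.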
AmpC inh no detg: qHTS Inhibitors of AmpC Beta-Lactamase (assay without detergent); P00811; AmpC nitrocefin hydrolysis, absorbance 480 nm, 0.0001% Triton; Potency, µM (highest dose often 57.1 µM), for the others: top-dose activity change, negative = inhibition, actives largely listed as inhibitors; hit rate 0.52% among 330,000;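 also: potency is read from the fitted curve at half-maximal effect; plate controls were no compound for no effect and no enzyme for full effect; nearly all actives have a fitted effect of over 20% in size; some results filed as inactive show a strong effect at the top dose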
Target sequence (P00811 whole entry, looked up): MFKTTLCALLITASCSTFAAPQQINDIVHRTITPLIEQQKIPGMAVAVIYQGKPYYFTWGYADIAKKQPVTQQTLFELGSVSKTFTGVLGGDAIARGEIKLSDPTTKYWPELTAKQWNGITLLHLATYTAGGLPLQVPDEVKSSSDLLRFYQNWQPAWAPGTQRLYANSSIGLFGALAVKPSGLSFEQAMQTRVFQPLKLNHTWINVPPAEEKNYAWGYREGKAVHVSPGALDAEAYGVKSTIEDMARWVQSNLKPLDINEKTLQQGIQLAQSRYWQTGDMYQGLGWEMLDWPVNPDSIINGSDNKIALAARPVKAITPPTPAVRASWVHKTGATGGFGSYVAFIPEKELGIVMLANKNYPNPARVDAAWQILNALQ
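AmpC (5.3 nM in the dispensed reagent) in 20 mM phosphate pH 7.0 with 0.01% (detergent screen) or 0.0001% Triton X-100 was preincubated with compounds for 15 min at room temperature. Nitrocefin was then added from an 800 uM solution, and hydrolysis was followed at 480 nm.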
TbPYK inhibitor: qHTS of Trypanosoma Brucei Inhibitors; pyruvate kinase (Trypanosoma brucei), Q57TT1; Potency, µM (doses to about 76.8 µM), without a hit: at the highest dose activity, negative = inhibition, usual class: inhibitors; hit rate 0.12% among 410,000; TbPYK enzyme, Kinase-Glo Plus ATP luminescence, 45 min; also: potency is read from the fitted curve at half-maximal effect; nearly all actives have a fitted effect of over 50% in size
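Quantitative HTS: titrated library compounds versus trypanosomal pyruvate kinase in TEA buffer (pH 7.2) containing KCl, MgCl2, BSA and Tween-20. Reactions were initiated with ADP, 130 uM final. Kinase-Glo Plus luminescence was read after 45 min at RT.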
AmpC detergent: qHTS Inhibitors of AmpC Beta-Lactamase (assay with detergent) | hit rate 0.041% among 370,000 | AmpC hydrolysis of nitrocefin, absorbance 480 nm, 0.01% Triton | Potency, µM (highest dose often 114 µM), without a hit: top-dose activity change, negative = inhibition, most hits filed as inhibitors | AID 485294, 2010 | P00811;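 also: potency is read from the fitted curve at half-maximal effect; 0% = no-compound wells and -100% = no-enzyme wells; nearly all actives have a fitted effect of over 25% in size; some results filed as inactive show a strong effect at the top dose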
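AmpC (5.3 nM in the dispensed reagent) in 20 mM phosphate pH 7.0 with 0.01% (detergent screen) or 0.0001% Triton X-100 was preincubated with compounds for 15 min at room temperature. Nitrocefin was then added from an 800 uM solution, and hydrolysis was followed at 480 nm.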
AMA1-RON2 inh: qHTS for Inhibitors of AMA1-RON; Towards Development of Antimalarial Drug Lead: Primary Screen. AlphaScreen AMA1-biotinylated RON2 peptide binding. hit rate 0.2% among 360,000. Potency, µM (titrated, usually from 58.2 µM), for the others: top-dose activity change, negative = inhibition, actives largely listed as inhibitors. Plasmodium falciparum AMA1 (3D7) - RON2 peptide interaction;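 also: potency is read from the fitted curve at half-maximal effect; 0% = vehicle wells and -100% = peptide control; nearly all actives have a fitted effect of over 45% in size; some results filed as inactive show a strong effect at the top dose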
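AMA1 (3D7) with his tag at 25 nM final met compounds first, then biotinylated RON2 peptide at 25 nM; detection used donor plus acceptor beads, 10 µg/mL apiece, read by AlphaScreen after 30 min at room temperature.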
Sm TGR block: qHTS Assay for the Inhibitors of Schistosoma Mansoni Peroxiredoxins; purified TGR, DTNB reduction, TNB absorbance 405 nm; Potency, µM (titrated, usually from 114 µM), without a hit: at the top dose activity change, negative = inhibition, most hits filed as inhibitors; hit rate 3% among 360,000; AID 485364, 2010; also: potency is read from the fitted curve at half-maximal effect; nearly all actives have a fitted effect of over 60% in size
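Kinetic colorimetric format: TGR-catalysed, NADPH-driven DTNB reduction monitored via TNB absorbance. Enzyme dispensed at 20 nM; compound exposure 15 min at room temperature before reaction start.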
* = called active by the depositor; [ ] = another dose, or the depositor's remark. Unless noted, calls follow the shape of the dose curve; as a rule, active = well fitted curve in the direction sought with a large enough effect; inconclusive = small, poorly fitted or top-dose-only effect, or another doubt; inactive = no such curve, though single readings can be large; an effect the other way counts as inactive or inconclusive. Unless noted, % is scaled to controls: 0 for no effect and ±100 for the full control effect. Compounds as they come, and some 7.4% of all compounds hit somewhere here.

Screening C=CCOC(=O)C1=C(C)NC(C)=C(C(=O)OCC=C)C1c1cccs1 returned LmPK inhibitor -1%, HCMV inh -12, AmpC inh no detg 3%, TbPYK inhibitor -5%, AmpC detergent 2%, AMA1-RON2 inh -19% and Sm TGR block 11%.
`Cc1c(N=Cc2cc3c(cc2Cl)OCO3)c(=O)n(-c2ccccc2)n1C` gave LmPK inhibitor -1%, HCMV inh 6, AmpC inh no detg -9%, TbPYK inhibitor -1%, AmpC detergent -10%, AMA1-RON2 inh -3% and Sm TGR block -4%.
For CCOC(=O)/C(=N/Nc1ccc(Cl)cc1)S(=O)(=O)c1ccccc1 the results were LmPK inhibitor 14%, HCMV inh -33, AmpC inh no detg -12%, TbPYK inhibitor 2%, AmpC detergent -10%, AMA1-RON2 inh -9% and Sm TGR block -10%.
For COC(=O)C1=C(c2ccc(C(C)=O)cc2)C[C@@H]2CC[C@H]1N2C the results were HCMV inh 1, AmpC inh no detg -13%, TbPYK inhibitor 4%, AmpC detergent -3%, AMA1-RON2 inh 2% and Sm TGR block -7%.
For CCCOc1ccc(CNC(=O)C2CCN(c3nc4ccccc4nc3C(F)(F)F)CC2)cc1 the results were HCMV inh 16, TbPYK inhibitor -7%, AmpC detergent -2% and Sm TGR block 3%.
Cc1cccc(-c2ncc(S(=O)(=O)C(C)(C)C)c(N)n2)c1 was read as LmPK inhibitor 1%, HCMV inh 69, AmpC inh no detg -11%, TbPYK inhibitor -3%, AmpC detergent 8%, AMA1-RON2 inh -19% and Sm TGR block 0%.
CC(C)Cc1nc2oc3c(NCC4CCCO4)ncnc3c2c2c1CCC2 (stereo not given) was read as LmPK inhibitor 5%, HCMV inh -13, AmpC inh no detg 69%[activator], TbPYK inhibitor 3%, AmpC detergent inconclusive, AMA1-RON2 inh -4% and Sm TGR block 2%.
Screening Cc1cc(=O)n2[nH]c(C(=O)O)nc2n1 returned LmPK inhibitor -13%, HCMV inh 10, AmpC inh no detg -11%, TbPYK inhibitor -19%, AmpC detergent 3%, AMA1-RON2 inh -3% and Sm TGR block -21%.
For COc1ccc(C(C)(O)c2nc(-c3ccncc3)cs2)cc1 (stereo not given) the results were HCMV inh -38, TbPYK inhibitor 0% and AMA1-RON2 inh -15%.
Cc1nnc(SCc2nc3ccccc3nc2C)s1 was read as LmPK inhibitor -1%, HCMV inh 32, AmpC inh no detg -6%, TbPYK inhibitor -2%, AmpC detergent inconclusive, AMA1-RON2 inh 3% and Sm TGR block 3%.

The closing two compounds of the part above lead into the next.
For COc1ccc(C(C)(O)c2nc(-c3ccncc3)cs2)cc1 (stereo not given) the results were HCMV inh -38, TbPYK inhibitor 0% and AMA1-RON2 inh -15%.
Cc1nnc(SCc2nc3ccccc3nc2C)s1 was read as LmPK inhibitor -1%, HCMV inh 32, AmpC inh no detg -6%, TbPYK inhibitor -2%, AmpC detergent inconclusive, AMA1-RON2 inh 3% and Sm TGR block 3%.
For CC(C)C1S/C(=N/N=C/c2cccs2)NC1=O (stereo not given) the results were LmPK inhibitor 1%, HCMV inh 55, AmpC inh no detg -29%, TbPYK inhibitor -4%, AmpC detergent inconclusive, AMA1-RON2 inh 33%[activator] and Sm TGR block 0%.
`Cc1ccc(C2(CCNS(=O)(=O)c3ccc(C)cc3)CCOC(C(C)C)C2)cc1` (stereo not given) gave LmPK inhibitor 2%, HCMV inh -22, AmpC inh no detg -36%, TbPYK inhibitor -1%, AmpC detergent 6%, AMA1-RON2 inh 0% and Sm TGR block 5%.
Screening CC1(C)OC(=O)C2=C(C[C@@H](C3CCCC3)O[C@@H]2c2ccc(Cl)cc2)O1 returned HCMV inh -2, TbPYK inhibitor -6% and AMA1-RON2 inh -4%.
Cc1cc(C)c(S(=O)(=O)N2CCCCC2CCNC(=O)C(=O)NCc2ccco2)c(C)c1 (stereo not given) was read as HCMV inh -35, AmpC inh no detg 11%, TbPYK inhibitor -10%, AmpC detergent -1%, AMA1-RON2 inh -10% and Sm TGR block -6%.
Screening Cc1nn(C(C)C(=O)NCCCN2CCCC2)c(=O)c2nn(-c3ccccc3)c(C)c12 (stereo not given) returned LmPK inhibitor -5%, HCMV inh inconclusive, AmpC inh no detg 104%[activator], TbPYK inhibitor -13%, AmpC detergent 0%, AMA1-RON2 inh 1% and Sm TGR block 4%.
For CCc1nc2ccc(C(=O)Nc3cccc(NS(C)(=O)=O)c3)cn2c1N(C)C(=O)Cc1ccccc1 the results were HCMV inh 20, TbPYK inhibitor 1% and AMA1-RON2 inh 0%.
Screening COc1ccc(-n2cc(CNCCc3cnc[nH]3)c(-c3cccc(F)c3)n2)cc1 returned LmPK inhibitor 3%, HCMV inh -30, AmpC inh no detg 231%[activator], TbPYK inhibitor -21%, AmpC detergent 8%, AMA1-RON2 inh 30% and Sm TGR block 17%[57.1 µM].
For CCOc1ccc(N=C(NC#N)SCC)cc1 the results were LmPK inhibitor -6%, HCMV inh -8, AmpC inh no detg -18%, TbPYK inhibitor 9%, AmpC detergent 0%, AMA1-RON2 inh 0% and Sm TGR block 3%.
`Cc1c(Cl)cccc1NC(=O)C(C)n1nnc2sc3c(c2c1=O)CCCC3` (stereo not given) gave HCMV inh -11, TbPYK inhibitor 1%, AmpC detergent 21% and Sm TGR block 0%.
CCN1C(=O)c2ccc(C(=O)Nc3ccc(O)cc3C)cc2C1=O was read as LmPK inhibitor 0%, HCMV inh -11, AmpC inh no detg -11%, TbPYK inhibitor -11%, AmpC detergent -9%, AMA1-RON2 inh 6% and Sm TGR block 2%.
Screening CC1(C)CC(=O)C(C=NCCN2CCN(C(=O)Cc3ccc(F)cc3)CC2)=C(O)C1 returned LmPK inhibitor 0%, HCMV inh -18, AmpC inh no detg 20%, TbPYK inhibitor -2%, AmpC detergent -19%, AMA1-RON2 inh 40%[activator] and Sm TGR block inconclusive.
For O=C(NC1CCN(Cc2ccc(Cl)cc2)CC1)c1cn(-c2ccccc2)nc1-c1cccnc1 the results were HCMV inh -13, AmpC inh no detg 77%[activator], TbPYK inhibitor -1%, AmpC detergent inconclusive, AMA1-RON2 inh -3% and Sm TGR block 2%.
Cc1cccc(C(=O)NNC(=O)c2ccc(S(=O)(=O)N3CCOCC3)cc2)c1 was read as LmPK inhibitor -15%, HCMV inh -75*, AmpC inh no detg -7%, TbPYK inhibitor -1%, AmpC detergent -11%, AMA1-RON2 inh 65%[activator] and Sm TGR block -4%.
`CC1CN(c2ccc(S(=O)(=O)N3CCCC3)cn2)CC(C)O1` (stereo not given) gave LmPK inhibitor 9%, HCMV inh 1, AmpC inh no detg 2%, TbPYK inhibitor -5%, AmpC detergent 0%, AMA1-RON2 inh 20% and Sm TGR block 5%.
For Cc1cccc(/C=N/n2c(-c3cc(-c4ccccc4)n[nH]3)n[nH]c2=S)c1 the results were LmPK inhibitor -4%, HCMV inh -27, AmpC inh no detg inconclusive, TbPYK inhibitor inconclusive, AmpC detergent inconclusive, AMA1-RON2 inh 55%[activator] and Sm TGR block -12%.
`O=C(CNC(=O)C(c1ccccc1)c1ccccc1)N/N=C/c1cccnc1` gave LmPK inhibitor 3%, HCMV inh 18, AmpC inh no detg -3%, TbPYK inhibitor -3%, AmpC detergent -2%, AMA1-RON2 inh 10% and Sm TGR block -2%.
Cc1c(C)c2ccc(OCC(=O)NC3CCN(Cc4ccccc4)CC3)cc2oc1=O was read as LmPK inhibitor -11%, HCMV inh 35, AmpC inh no detg 21%, TbPYK inhibitor -3%, AmpC detergent 2%, AMA1-RON2 inh -1% and Sm TGR block 4%.
Screening CC(C)CCN(C(=O)c1ccncc1)c1c(N)n(Cc2ccccc2)c(=O)[nH]c1=O returned HCMV inh -19, AmpC inh no detg -29%, TbPYK inhibitor 1%, AmpC detergent inconclusive, AMA1-RON2 inh -6% and Sm TGR block -20%.
For Cc1ccc(CNCc2cc3c(C(C)(C)C)nn(-c4ccccc4)c3[nH]c2=O)cc1 the results were LmPK inhibitor 15%, HCMV inh inconclusive, AmpC inh no detg -10%, TbPYK inhibitor -4%, AmpC detergent 2%, AMA1-RON2 inh 11% and Sm TGR block -29%.
COCCNC(=O)COc1cccc(Oc2ccccc2)c1 was read as LmPK inhibitor -3%, HCMV inh -21, AmpC inh no detg 17%, TbPYK inhibitor -12%, AmpC detergent 3%, AMA1-RON2 inh 0% and Sm TGR block 5%.
For O=C1CCc2cc(S(=O)(=O)Nc3ccccc3F)cc3c2N1CCC3 the results were HCMV inh -17, AmpC inh no detg -26%, TbPYK inhibitor -2%, AmpC detergent 0%, AMA1-RON2 inh 0% and Sm TGR block 2%.
`COc1cccc2sc3cc(NCc4ccc5c(c4)OCO5)ccc3c(=O)c12` gave HCMV inh -9, AmpC inh no detg -1%, TbPYK inhibitor 0% and AMA1-RON2 inh -2%.
`O=C(CSc1ncnc2nc[nH]c12)Nc1ccccc1C(F)(F)F` gave LmPK inhibitor 2%, HCMV inh 34, AmpC inh no detg -15%, TbPYK inhibitor -8%, AmpC detergent -1%, AMA1-RON2 inh 4% and Sm TGR block -4%.
For O=S(=O)(Nc1nc2ccccc2nc1NCC1CCCO1)c1ccccc1 (stereo not given) the results were LmPK inhibitor 1%, HCMV inh -30, AmpC inh no detg -27%, TbPYK inhibitor 1%, AmpC detergent 1%, AMA1-RON2 inh 14% and Sm TGR block -9%.
CCCCN(C)CCNC(=O)c1cc2c(-c3ccccc3F)nn(C)c2s1 was read as LmPK inhibitor -9%, HCMV inh 29, AmpC inh no detg 9%, TbPYK inhibitor 5%, AmpC detergent -11%, AMA1-RON2 inh 3% and Sm TGR block 1%.
`Fc1ccc(-c2csc3ncnc(N4CCc5ccccc5C4)c23)cc1` gave LmPK inhibitor 1%, HCMV inh 3, AmpC inh no detg -4%, TbPYK inhibitor -8%, AmpC detergent inconclusive, AMA1-RON2 inh -19% and Sm TGR block -9%.
`Cc1ccc2[nH]c3c(c2c1)CCN(C)C3` gave LmPK inhibitor 0%, HCMV inh 25, AmpC inh no detg -14%, TbPYK inhibitor -9%, AmpC detergent 2%, AMA1-RON2 inh 14% and Sm TGR block -20%.
